# AGP1 TOR yeast: alters AGP1-GFP fluorescence in TOR pathway yeast screen; S. cerevisiae AGP1-GFP multiplex flow cytometry, 3 h; GFP as percent of DMSO wells; hit rate 0.02% among 320,000; GFP response vs DMSO, % at 10 µM;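 active = GFP response relative to DMSO above a set limit, near screen average plus 3 SD, cut at about 150% in these data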;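 also: median GFP channel fluorescence of the gated AGP1 strain per well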
# RPL19A TOR yeast: yeast TOR pathway RPL19A-GFP modulation | S. cerevisiae RPL19A-GFP strain, flow cytometry, 3 h; hits give low values | percent response vs DMSO, % at 10 µM | hit rate 0.3% among 330,000 | AID 2025;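 active = percent response vs DMSO below 50%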;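 also: median channel GFP fluorescence of the barcoded RPL19A-GFP strain; ratio of sample median GFP to plate DMSO average so 100% = DMSO; lower means less RPL19A-GFP as with rapamycin TOR inhibition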
# AHR act: activators of human aryl hydrocarbon receptor; P35869; AHR-responsive luciferase reporter cells, luminescence; activation, % at 5 µM; hit rate 2.5% among 320,000; AID 2796; in the data active = activation above about 47%;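 also: 0% = vehicle wells and 100% = reference agonist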
# procasp3 activ: activators of human procaspase-3; P42574; recombinant procaspase-3 D3A, Ac-DEVD-pNA absorbance 405 nm; activation, % at 8.5 µM; hit rate 0.11% among 330,000;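 active = activation above the mean of all tested compounds plus 3 SD, cut at about 21% in these data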;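 also: 0% = DMSO alone and 100% = DMSO wells spiked with extra 5 µM PC-3 D3A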
# Target sequence (P42574 whole entry D9A/D28A/D175A): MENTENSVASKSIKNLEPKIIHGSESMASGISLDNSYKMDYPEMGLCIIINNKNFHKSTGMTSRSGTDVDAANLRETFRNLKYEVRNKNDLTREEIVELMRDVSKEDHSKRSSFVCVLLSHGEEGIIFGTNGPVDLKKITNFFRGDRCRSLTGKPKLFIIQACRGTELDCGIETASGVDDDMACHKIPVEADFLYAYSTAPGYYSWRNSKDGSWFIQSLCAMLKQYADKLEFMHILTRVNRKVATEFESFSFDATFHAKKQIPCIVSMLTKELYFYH
#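 assay system = Procaspase-3 D3A mutant | signal = absorbance at 405 nm, 0 and 120 min | times = 1 h preincubation plus 2 h reaction at 25 °C | repeats = single replicate | read-out = % activation between DMSO and enzyme-spiked controls | medium = Zinc-free HEPES saline buffer with Triton X-100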
# LAP4 TOR yeast: alters LAP4-GFP fluorescence in TOR pathway yeast screen | GFP response vs DMSO, % at 10 µM | hit rate 0.34% among 320,000 | S. cerevisiae LAP4-GFP multiplex, flow cytometry GFP, 3 h; median GFP as percent of DMSO wells;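 active = GFP response vs DMSO above a set limit, about the screen mean plus 3 SD, cut at about 150% in these data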
# MEP2-GFP yeast: modulators of TOR pathway MEP2-GFP in S. cerevisiae | S. cerevisiae MEP2-GFP strain, flow cytometry GFP, 3 h; 100% = DMSO control level | GFP response vs DMSO, % at 10 µM | hit rate 0.51% among 330,000 | AID 2016;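 active = GFP response versus DMSO above a set limit, roughly screen mean plus 3 SD, cut at about 180% in these data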;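 also: median GFP fluorescence of the barcode-gated MEP2-GFP cells per well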
# CIT2-GFP yeast: yeast TOR pathway CIT2-GFP modulation. S. cerevisiae CIT2-GFP strain, flow cytometry, 3 h; 100 means same as DMSO wells. GFP response vs DMSO, % at 10 µM. hit rate 0.065% among 320,000;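 active = GFP response relative to DMSO above a set limit, near the screen mean plus 3 SD, cut at about 150% in these data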;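 also: ratio of well median GFP fluorescence to mean of DMSO wells on the plate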
# proCasp7 act: activates human procaspase-7, counter-screen for procaspase-3 activators. P55210. recombinant procaspase-7, Ac-DEVD-pNA absorbance 405 nm; D23A/D198A/D206A triple mutant, cannot self-cleave; scale: DMSO 0, 5 µM enzyme 100. activation, % at 8.5 µM. hit rate 0.093% among 330,000;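 active = percent activation above the screen-wide mean plus 3 SD, cut at about 25% in these data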
# Target sequence (P55210 whole entry D23A/D198A/D206A): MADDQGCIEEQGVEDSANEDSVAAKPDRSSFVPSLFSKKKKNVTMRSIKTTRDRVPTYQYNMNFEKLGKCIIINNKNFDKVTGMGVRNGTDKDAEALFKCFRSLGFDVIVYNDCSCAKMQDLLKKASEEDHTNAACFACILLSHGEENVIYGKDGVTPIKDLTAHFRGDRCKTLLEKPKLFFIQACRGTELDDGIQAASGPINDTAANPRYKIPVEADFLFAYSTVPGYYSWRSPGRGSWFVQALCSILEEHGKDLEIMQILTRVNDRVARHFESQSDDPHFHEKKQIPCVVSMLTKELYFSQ
#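 Replicates: singlicate. Assay system: Procaspase-7 triple mutant (PC-7 D3A). Signal: 405 nm absorbance of p-nitroaniline. Times: 1 h preincubation, 2 h reaction. Buffer or medium: Zinc-free HEPES pH 7.4 with 300 mM NaCl, 0.01% Triton X-100. Also added: DEVD-pNA substrate. Benchmarks: DMSO wells as 0%, DMSO with 5 µM added PC-7 as 100%.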
# An asterisk follows results filed as active; · = not tested or not shown; [ ] = another dose, or the depositor's remark.
SMILES,AGP1 TOR yeast,RPL19A TOR yeast,AHR act,procasp3 activ,LAP4 TOR yeast,MEP2-GFP yeast,CIT2-GFP yeast,proCasp7 act
Cc1ccc(S(=O)(=O)NC(CC(C)C)C(=O)N2CCC(C)CC2)cc1 (stereo unspecified),98,96,1,-4,109,102,79,11
CC1=C(C(=O)Nc2ccccc2)C(c2cccs2)n2nnnc2N1 (stereo unspecified),104,100,-1,2,104,106,103,9
Cc1cc(NC(=O)c2cc(-c3ccccn3)nc3c(Cl)cccc23)no1,97,104,23,-5,79,92,109,-1
O=C(COc1ncnc2cc([N+](=O)[O-])ccc12)NC1CCCCC1,96,93,3,4,98,96,97,2
CC(C)CNS(=O)(=O)c1ccc(CCC(=O)Nc2ccc3c(c2)OCO3)cc1,115,112,7,11,111,100,105,-5
CN1C(=O)c2ccccc2Sc2ccc(NC(=O)NC3CC3)cc21,·,100,15,-6,104,103,103,7
COCCn1c(-c2ccc(C#N)cc2)nc2c1c(=O)[nH]c(=O)n2Cc1ccccc1,105,97,3,3,99,95,103,1
CS(=O)(=O)N(CCC#N)Cc1ccco1,103,98,-1,5,104,103,100,-15
O=C(NCCc1ccccc1)C1CCN(S(=O)(=O)N2CCC3(CC2)OCCO3)CC1,96,108,1,-1,101,109,109,1
Cc1ccc(S(=O)(=O)N(CC(=O)Nc2cccnc2)c2cccc([N+](=O)[O-])c2)cc1,99,102,3,-2,107,98,95,-2
Cc1ccc(OCC(=O)N/N=C2/SCC(=O)N2Cc2ccco2)cc1,87,91,11,7,91,92,93,2
COC(=O)Nc1nnc(Cc2ccccc2)s1,98,98,4,-7,100,102,94,-16
COC(=O)COc1cccc2c(=O)n(CC(=O)N3CCC(C)CC3)ccc12,108,101,2,-2,109,100,105,-3
C=CCN1C(c2ccccc2)=CS/C1=C(/C#N)c1nnc(N2CCOCC2)n1-c1ccccc1,99,105,1,1,92,104,103,-12
Cc1ccccc1CN1C(=O)C2(OCCCO2)c2ccccc21,·,110,0,1,110,116,107,-4
O=C(NCCN1CCOCC1)c1ccc(/C=C2\Sc3ccccc3N(Cc3ccccc3F)C2=O)cc1,98,101,3,5,101,104,97,-4
COC(=O)Cc1cc(=O)n2[nH]c(C(F)(F)F)nc2n1,95,96,2,-2,94,101,92,-4
COc1ccc(CNCCC(c2ccccc2)c2ccc3c(c2)OCO3)cc1 (stereo unspecified),102,98,0,5,90,103,100,4
Oc1ccc(CN2CCN(c3ccccc3)CC2)c2cccnc12,89,97,2,-13,81,93,·,-23
Cc1ccccc1-c1nnc(Cc2ccccc2)o1,97,103,-4,-2,97,103,99,3
Cc1csc(NC(=O)CSc2nc(=O)[nH]c3c2CCCC3)n1,101,94,4,0,100,91,92,4
O=C1CC(c2ccc(Cl)cc2)n2nc(N3C(=O)c4ccccc4C3=O)nc2N1 (stereo unspecified),101,95,-2,2,103,100,100,7
CC1=C(C(=O)N(C)C)C(c2ccc(N3CCOCC3)cc2)NC(=O)N1 (stereo unspecified),94,94,1,0,104,90,90,9
COc1ccc(CCNC(=O)c2ccc(-c3cccc([N+](=O)[O-])c3)o2)cc1OC,103,98,2,-13,109,95,93,1
CSc1oc(-c2cccs2)nc1S(=O)(=O)c1ccccc1,96,95,3,1,100,96,90,1
COCCN1C(=O)N(c2ccccc2)C(=O)C1CC(=O)Nc1cc(OC)cc(OC)c1 (stereo unspecified),100,109,4,7,94,107,108,-3
CCC(CC)COC(=O)C(C#N)c1nc2ccccc2nc1N1CCN(CC)CC1 (stereo unspecified),103,99,4,-9,100,104,99,-3
CCC1(C)Cc2c(sc3c2c2ncnn2c2nnc(SCC(=O)NCc4ccco4)n32)CO1 (stereo unspecified),105,99,-1,-4,100,104,102,12
Cn1nc(-c2ccccc2)c(C(O)c2ccc(Cl)cc2)c1Cl (stereo unspecified),94,99,0,6,117,103,86,-4
COc1cc(C(=O)Nc2ccc3nc4n(c(=O)c3c2)CCCC4)ccc1Br,105,103,-6,-7,98,105,107,-3
Cc1ccc2c(c1)C(=O)C(=O)N2Cc1ccc(F)cc1,94,96,4,7,112,100,102,4
O=c1[nH]c(/C=C/c2ccc(OC(F)F)cc2)nc2c1cnn2-c1ccccc1,99,106,75*,9,91,107,102,-7
O=C(CCc1c[nH]c2ccccc12)NCc1ccc2c(c1)OCO2,103,97,8,-2,97,98,102,-3
CCN(CC)S(=O)(=O)c1ccc(Cl)c(NC(=S)NC(=O)C2CCCC2)c1,107,107,0,10,107,108,102,7
O=C1CCC([N+](=O)[O-])C(c2ccc(-c3ccccc3)cc2)N1 (stereo unspecified),106,92,5,0,115,95,98,14
CCOc1cc(/C=C2\SC(=S)N(C(C(=O)O)c3ccccc3)C2=O)ccc1O (stereo unspecified),110,110,3,-19,111,123,107,-35

# Next part; it opens with the 5 that closed the last part.
SMILES,AGP1 TOR yeast,RPL19A TOR yeast,AHR act,procasp3 activ,LAP4 TOR yeast,MEP2-GFP yeast,CIT2-GFP yeast,proCasp7 act
O=c1[nH]c(/C=C/c2ccc(OC(F)F)cc2)nc2c1cnn2-c1ccccc1,99,106,75*,9,91,107,102,-7
O=C(CCc1c[nH]c2ccccc12)NCc1ccc2c(c1)OCO2,103,97,8,-2,97,98,102,-3
CCN(CC)S(=O)(=O)c1ccc(Cl)c(NC(=S)NC(=O)C2CCCC2)c1,107,107,0,10,107,108,102,7
O=C1CCC([N+](=O)[O-])C(c2ccc(-c3ccccc3)cc2)N1 (stereo unspecified),106,92,5,0,115,95,98,14
CCOc1cc(/C=C2\SC(=S)N(C(C(=O)O)c3ccccc3)C2=O)ccc1O (stereo unspecified),110,110,3,-19,111,123,107,-35
O=C(NCCCN1CCOCC1)/C(=C/c1ccco1)NC(=O)c1ccccc1,101,107,0,9,86,106,102,1
CCCCC(c1nnnn1CC1CCCO1)N1CCN(c2cccc(C)c2C)CC1 (stereo unspecified),87,94,2,3,81,87,78,2
COc1cc(CCN2C(=O)N[C@@H](CCc3ccccc3)C(C(C)=O)=C2C)cc(OC)c1OC,89,100,2,2,112,94,78,8
O=C(Nc1ccc(Br)cc1)c1ccc(N2C(=O)C3CC=C(Cl)CC3C2=O)cc1 (stereo unspecified),89,89,4,-1,89,96,89,-2
O=C1C2C3C=CC(C3)C2C(=O)N1c1ccc2c(c1)OCO2 (stereo unspecified),93,97,4,-6,94,95,90,9
Cc1ccc(-c2nnn(CC(=O)N(CC(=O)NC3CCCC3)c3ccc(F)c(Cl)c3)n2)o1,103,104,1,-9,102,103,97,6
Cc1ccc2c(c1)sc1ncc(NC(=O)c3ccc(F)cc3)c(=O)n12,113,106,1,-6,103,106,103,11
O=C(NCCc1ccc(O)cc1)c1ccc(Cl)cc1,84,88,2,-2,89,91,85,18
CC1=C2C(=O)OC(c3ccoc3)C2(C)CCC1 (stereo unspecified),107,104,-4,-5,112,104,103,3
COC(=O)N1CN(C(=O)OC)CN(C(=O)OC)C1,93,84,-1,-4,91,99,105,-6
Cc1cccc(COc2ccccc2C(=O)OCC(=O)N(C)c2c(N)n(Cc3ccccc3)c(=O)[nH]c2=O)c1,100,101,0,3,84,101,107,-1
O=C(Cc1ccc(Cl)c(Cl)c1)OCC(=O)c1ccc[nH]1,99,100,15,-4,105,101,85,-13
COc1ccccc1/C=N/NC(=O)CC(=O)NCCc1ccccc1,112,105,9,1,113,107,101,1
NS(=O)(=O)c1ccc(CCNC(=O)c2cc([N+](=O)[O-])ccc2N2CCOCC2)cc1,98,96,0,3,102,103,106,-3
Cc1ccc(N2C(=O)C3C4C=CC(CNC(=S)N5CCN(c6ccccn6)CC5)(O4)C3C2=O)cc1 (stereo unspecified),104,100,1,-21,137,99,99,-35
O=C(O)c1cccc(N2C(=O)c3ccc4c5c(ccc(c35)C2=O)C(=O)N(c2cccc(C(=O)O)c2)C4=O)c1,101,99,-1,1,92,98,90,11
CN(C)CCC=C1c2ccccc2C=Cc2ccccc21,85,102,-2,6,104,95,75,6
COc1ccc2nccc(/C=C/c3ccnc4ccc(OC)cc34)c2c1,65,62,105*,-4,137,91,68,-9
COc1ccc2[nH]c(=O)c(CN(C(=O)c3ccncc3)C(C)C)cc2c1,110,110,0,1,117,117,108,1
CCOC(=O)c1c(C)c(C(=O)NCc2cccnc2)c(C)n1C,102,103,4,-3,107,110,101,-4
CCCn1c(N)c(C(=O)CN(C)CC(=O)Nc2ccccc2CC)c(=O)[nH]c1=O,102,99,2,-1,99,101,99,3
O=C(C1CCCN1S(=O)(=O)c1cccc2cccnc12)N1CCn2c1nc1ccccc12 (stereo unspecified),100,98,7,2,100,103,98,6
CCC(C)c1ccc(C(C)NC(=S)NC2CCCCC2)cc1 (stereo unspecified),98[may fluoresce green],101[may fluoresce green],2,-3,101[may fluoresce green],96[may fluoresce green],96[may fluoresce green],-5
NC(=O)CN1CCCN(S(=O)(=O)c2ccc(Br)cc2)CC1,89,92,-1,2,87,90,90,-2

# The final 2 entries of the section above come first, to join the parts:
SMILES,AGP1 TOR yeast,RPL19A TOR yeast,AHR act,procasp3 activ,LAP4 TOR yeast,MEP2-GFP yeast,CIT2-GFP yeast,proCasp7 act
CCC(C)c1ccc(C(C)NC(=S)NC2CCCCC2)cc1 (stereo unspecified),98[may fluoresce green],101[may fluoresce green],2,-3,101[may fluoresce green],96[may fluoresce green],96[may fluoresce green],-5
NC(=O)CN1CCCN(S(=O)(=O)c2ccc(Br)cc2)CC1,89,92,-1,2,87,90,90,-2
CC(C)(C)c1ccc(NS(=O)(=O)c2ccc(N)cc2)cc1,108,100,3,8,·,105,105,15
NC(=O)C1CCCN(C(=O)c2ccc(NC(=O)c3cccs3)cc2)C1 (stereo unspecified),104,105,2,0,101,100,100,-21
Cc1cccc(-c2noc(-c3ccno3)n2)c1,100,100,-2,0,110,106,105,5
CCCCCC(CC(=O)NO)C(=O)NC(C(=O)N1CCCC1CO)C(C)C (stereo unspecified),83,95,1,0,106,94,82,1
COC(=O)c1sccc1NC(=O)c1ccccc1,95,102,0,4,99,104,101,4
COc1ccc(/C=C2/N=C(SCC(=O)Nc3cc(C)on3)N(c3ccccc3)C2=O)cc1,97,102,0,-6,92,98,103,-5
CC(C)CNC(=O)c1ccc2c(c1)C(=O)N(C1CCCCC1)C2=O,84,93,1,6,82,90,87,-5
CC12CCC(C(=O)NCc3ccc4c(c3)OCO4)(OC1=O)C2(C)C (stereo unspecified),84,92,24,6,85,85,83,7
O=C1CCCc2ccccc2N1Cc1ccccc1,100,104,2,12,102,102,96,-1
CCCCN1C(=O)c2ccc(C(=O)N(C)CC(=O)Nc3ccc(OCC)c(OCC)c3)cc2C1=O,97,98,2,1,97,104,99,-2
CCOc1ccc(N(Cc2cc3cc(C)ccc3[nH]c2=O)C(=O)COC)cc1,95,96,4,3,85,94,99,2
Cc1cc(C(=O)CN2C(=O)C(=O)N(Cc3ccccc3)C2=O)c(C)n1-c1ccc2c(c1)OCCO2,103,98,2,1,106,105,94,-2
Cc1cccc(N2C(=O)CC(Cn3nc(C)cc3C)C2=O)c1 (stereo unspecified),114,94,-1,3,110,96,98,0
COc1ccc2nc(NC(=O)c3cnccn3)sc2c1,93,100,13,5,110,104,91,12
Cn1cccc1CNCC(O)c1ccccc1 (stereo unspecified),99,96,0,9,100,94,96,-1

# Screens: PubChem, several laboratories
